# HTR5A ag ctr – counter-screen for OPRM1-OPRD1 agonists: human HTR5A agonism. P47898. HTR5A agonist assay, luminescence, cell-based. activation, % at 9.3 µM. 340,000 compounds, 0.61% hits. AID 504692; in the data active = activation mostly above about 9.5%, no sharp cut-off; inactive = mostly below about 7.6%;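 note: 0% = cells with vehicle only and 100% = reference agonist; strong numbers were not always called active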
# OPRM1-OPRD1 ag – OPRM1-OPRD1 heterodimerization agonism; P35372+P41143; cells, luminescence; activation, % at 9.3 µM; 340,000 compounds, 0.3% hits; AID 504326; in the data active = activation above about 18%;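 note: 0% = vehicle-treated cells and 100% = reference agonist; values of inactives mirror those of a sister screen read the other way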
# Target sequence (P35372 whole entry, looked up): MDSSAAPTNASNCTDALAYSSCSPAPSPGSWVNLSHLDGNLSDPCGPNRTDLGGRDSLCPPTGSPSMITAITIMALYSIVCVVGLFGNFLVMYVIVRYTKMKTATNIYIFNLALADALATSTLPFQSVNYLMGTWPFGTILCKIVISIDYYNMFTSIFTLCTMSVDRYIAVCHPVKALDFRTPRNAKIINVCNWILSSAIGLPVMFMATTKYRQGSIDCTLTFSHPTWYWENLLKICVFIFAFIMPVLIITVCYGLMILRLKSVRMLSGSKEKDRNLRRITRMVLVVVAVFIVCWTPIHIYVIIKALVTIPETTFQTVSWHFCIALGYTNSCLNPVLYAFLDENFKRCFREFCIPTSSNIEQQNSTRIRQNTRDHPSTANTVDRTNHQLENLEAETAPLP
# Target sequence (P41143 whole entry, looked up): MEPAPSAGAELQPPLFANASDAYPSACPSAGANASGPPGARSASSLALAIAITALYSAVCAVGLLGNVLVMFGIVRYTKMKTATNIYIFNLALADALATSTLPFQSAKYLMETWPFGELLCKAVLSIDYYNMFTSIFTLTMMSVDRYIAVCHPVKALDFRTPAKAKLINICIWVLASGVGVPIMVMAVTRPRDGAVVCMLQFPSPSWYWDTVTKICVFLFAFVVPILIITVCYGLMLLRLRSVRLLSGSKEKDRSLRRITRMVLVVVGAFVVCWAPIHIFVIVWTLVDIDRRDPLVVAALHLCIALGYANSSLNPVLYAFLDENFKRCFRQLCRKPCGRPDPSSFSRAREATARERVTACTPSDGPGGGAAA
# cardiac RTF act – cardiac RTF calcium sensitization; IANBD-labeled TnC RTF fluorescence at EC20 calcium; 0% EC20 calcium, 100% full calcium; AID 493008; activation, % at 7.2 µM; 340,000 compounds, 0.24% hits;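 active = activation above the mean over all tested compounds plus 3 SD, cut at about 30% in these data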;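 note: rise in fluorescence read as greater calcium sensitivity of cardiac thin filaments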
# OPRM1-OPRD1 inv – mu-delta opioid heterodimer inverse agonism | P35372+P41143 | cell-based MOR-DOR heterodimer luminescence | inhibition, % at 9.3 µM | 340,000 compounds, 0.21% hits | AID 504357; in the data active = inhibition above about 22%, passing the limit was not always enough;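 note: 0% = cells with DMSO and 100% = wells without cells with DMSO; values of inactives mirror those of a sister screen read the other way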
# LANA DNA inh – KSHV C-LANA DNA binding inhibition | MBP-C-LANA/FAM-LBS DNA binding, fluorescence polarization | inhibition, % at 9 µM | 340,000 compounds, 0.078% hits;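 active = highest replicate inhibition at or above 60% at 9 µM, even if other replicates fall short; inactive = all replicates below 60% inhibition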;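 note: 0% = neutral control wells and 100% = 4 µM acridine orange control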
# V-ATPase pHluor – alters yeast V-ATPase proton transport; S. cerevisiae, pHLuorin cytosolic pH fluorescence; response, % at 10 µM; 350,000 compounds, 0.37% hits; in the data active = response mostly above about 7.3%, no sharp cut-off; inactive = mostly below about 5.4%; note: actives read high; inactives centre near 0; some compounds called inactive have numbers as strong as hits; reference of the scale not given here
# Keap1-Nrf2 PPI – inhibitors of human Keap1-Nrf2 protein-protein interaction. inhibition, % at 9.4 µM. 340,000 compounds, 0.15% hits. Q14145. Keap1 Kelch-Nrf2 peptide fluorescence polarization, 1536-well. AID 504523; in the data active = inhibition above about 12%;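 note: human Keap1 Kelch domain with fluorescein labeled Nrf2 9mer peptide probe; 0% = neutral control wells and 100% = peptide positive control; higher means more block of Keap1 binding to Nrf2 peptide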
# CAL PDZ FP – blocks peptide binding to the human CAL PDZ domain | purified CAL PDZ, TMR-peptide fluorescence polarization, 1 h | inhibition, % at 24.9 µM | 300,000 compounds, 0.92% hits | Q9HD26;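 active = mean inhibition of at least 30% with at least half of replicates also reaching 30%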;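 note: 0% = DMSO neutral control and 100% = excess unlabeled competitor peptide PRC23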
# HTR5A inv ag – HTR5A inverse agonism, opioid heterodimer counter-screen | HTR5A cell line, luminescence | inhibition, % at 9.3 µM | 340,000 compounds, 0.083% hits; in the data active = inhibition mostly above about 23%, no sharp cut-off; inactive = mostly below about 18%;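 note: 0% = cells with DMSO and 100% = no-cell wells with DMSO; some compounds called inactive have numbers as strong as hits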
# Cardiac RTF inh – cardiac RTF calcium desensitization; inhibition, % at 7.15 µM; P19429+P45379; IANBD-labeled cardiac RTF, Ca2+ fluorescence; 340,000 compounds, 0.12% hits;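 active = inhibition above the mean inhibition of all tested compounds plus 3 SD, cut at about 17% in these data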;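 note: assay run at fixed EC70 calcium of 1.6 mM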
# Active calls of the source: *; / = no result given.
1	COc1ccc(CCN(C)C(=O)CCc2nnc(-c3ccccc3)o2)cc1OC
2	O=C(/C=C/c1ccccc1)OCN1C(=O)c2ccccc2C1=O
3	Cc1ccc(-c2nc(C(=O)NC3CCCCCC3)no2)cc1
4	CCOC(=O)N1CCC(NC(=O)c2ccc(CS(=O)(=O)c3c(Cl)cccc3Cl)o2)CC1
5	Cc1ccsc1C(=O)OCC(=O)Nc1cccc(F)c1
6	COC(=O)C(CCCCN1C(=O)C2C3C=CC(C3)C2C1=O)N1C(=O)C2C3C=CC(C3)C2C1=O (configuration not stated)
7	COCCC(=O)N1CCC(n2nccc2NC(=O)c2ccccc2C)CC1
8	COc1ccc(C2/C=C\CN(C(=O)C3CCCC3)[C@H](Cc3ccccc3)C(=O)N2Cc2ccc(F)cc2)cc1 (some centres not stated)

assay / compound,1,2,3,4,5,6,7,8
HTR5A ag ctr,6,4,5,1,4,-2,0,1
OPRM1-OPRD1 ag,-3.0,-3.9,2.8,-2.1,1.7,-0.2,-0.6,0.0
cardiac RTF act,2,0,4,1,-1,3,-3,-6
OPRM1-OPRD1 inv,14,21,-14,10,-7,1,3,0
LANA DNA inh,-0.6,2.9,1.1,1.4,2.8,0.3,0.5,0.5
V-ATPase pHluor,-2,-1,-1,0,2,-5,-1,-6
Keap1-Nrf2 PPI,3,1,-5,-5,5,-1,3,3
CAL PDZ FP,1,-5,/,-2,-4,-2,-5,-2
HTR5A inv ag,-27,-16,-13,-3,-10,-22,-4,1
Cardiac RTF inh,1,0,-6,2,-3,-5,-1,-12

9	COc1ccccc1C1/C(=C(/O)c2ccc(C)cc2)C(=O)C(=O)N1CCN1CCOCC1 (configuration not stated)
10	COCCSc1ccccc1C(=O)Nc1nncs1
11	N#CCSc1nnc(CNc2cccc(Cl)c2)o1
12	CC(C)(C)Sc1ccc2nc3c(n2c1)CCCC3
13	Cc1ccc(NC(=O)CCSCCC(=O)Nc2ccc(C)c(C)c2)cc1C
14	COc1ccc(NC(=O)N[C@@H](Cc2ccccc2)C(=O)NN)cc1
15	CCOC(=O)C1=C(COC(=O)COc2ccccc2OCC)NC(=O)NC1C (configuration not stated)
16	Cc1cccc(NC(=O)c2ccc3nc(N4CCOCC4)sc3c2)c1C

assay / compound,9,10,11,12,13,14,15,16
HTR5A ag ctr,1,6,3,1,2,5,3,1
OPRM1-OPRD1 ag,-3.8,-0.3,-0.9,-0.7,0.3,2.6,-2.5,-1.9
cardiac RTF act,-3,3,3,6,2,2,-1,-1
OPRM1-OPRD1 inv,20,1,5,4,-2,-13,13,12
LANA DNA inh,-0.8,0.2,0.3,-3.1,-1.5,-5.4,1.0,-0.6
V-ATPase pHluor,-8,-1,-2,4,0,6,3,1
Keap1-Nrf2 PPI,2,-1,-1,0,-7,1,2,2
CAL PDZ FP,-3,0,-4,1,-1,-11,-4,/
HTR5A inv ag,2,-13,-21,-11,-7,-13,-7,-3
Cardiac RTF inh,3,-7,-6,-13,2,-1,-17,-3

# A second format for 10 compounds above:
nr	SMILES	HTR5A ag ctr	OPRM1-OPRD1 ag	cardiac RTF act	OPRM1-OPRD1 inv	LANA DNA inh	V-ATPase pHluor	Keap1-Nrf2 PPI	CAL PDZ FP	HTR5A inv ag	Cardiac RTF inh
6	COC(=O)C(CCCCN1C(=O)C2C3C=CC(C3)C2C1=O)N1C(=O)C2C3C=CC(C3)C2C1=O (configuration not stated)	-2	-0.2	3	1	0.3	-5	-1	-2	-22	-5
7	COCCC(=O)N1CCC(n2nccc2NC(=O)c2ccccc2C)CC1	0	-0.6	-3	3	0.5	-1	3	-5	-4	-1
8	COc1ccc(C2/C=C\CN(C(=O)C3CCCC3)[C@H](Cc3ccccc3)C(=O)N2Cc2ccc(F)cc2)cc1 (some centres not stated)	1	0.0	-6	0	0.5	-6	3	-2	1	-12
9	COc1ccccc1C1/C(=C(/O)c2ccc(C)cc2)C(=O)C(=O)N1CCN1CCOCC1 (configuration not stated)	1	-3.8	-3	20	-0.8	-8	2	-3	2	3
10	COCCSc1ccccc1C(=O)Nc1nncs1	6	-0.3	3	1	0.2	-1	-1	0	-13	-7
11	N#CCSc1nnc(CNc2cccc(Cl)c2)o1	3	-0.9	3	5	0.3	-2	-1	-4	-21	-6
12	CC(C)(C)Sc1ccc2nc3c(n2c1)CCCC3	1	-0.7	6	4	-3.1	4	0	1	-11	-13
13	Cc1ccc(NC(=O)CCSCCC(=O)Nc2ccc(C)c(C)c2)cc1C	2	0.3	2	-2	-1.5	0	-7	-1	-7	2
14	COc1ccc(NC(=O)N[C@@H](Cc2ccccc2)C(=O)NN)cc1	5	2.6	2	-13	-5.4	6	1	-11	-13	-1
15	CCOC(=O)C1=C(COC(=O)COc2ccccc2OCC)NC(=O)NC1C (configuration not stated)	3	-2.5	-1	13	1.0	3	2	-4	-7	-17

# (further entries)
17	Cc1ccc(Sc2ccc(N)cc2C#N)cc1
18	Cc1nc2oc3ccccc3c(=O)c2c(=O)n1Cc1ccccc1
19	C=C(C)CNC(=S)N/N=C(\C)c1ccc(Cl)s1
20	Nc1c(Br)c(=O)[nH]c(=O)n1-c1ccccc1
21	Cc1ccc(S(=O)(=O)N2CCN(C(=O)c3ccccc3OCc3c(C)noc3C)CC2)cc1C
22	CCOC(=O)C1C2C=CC3(CN(Cc4ccco4)C(=O)C13)O2 (configuration not stated)
23	Cc1cccn2c(=O)c(/C=C(\C#N)C(=O)NC3CCS(=O)(=O)C3)c(N3CCC(C(N)=O)CC3)nc12 (configuration not stated)
24	CCCC(c1nnnn1CCc1ccccc1)N1CCC(C(N)=O)CC1 (configuration not stated)

assay / compound,17,18,19,20,21,22,23,24
HTR5A ag ctr,-2,-6,-6,3,-1,0,-3,-3
OPRM1-OPRD1 ag,4.0,-1.9,1.6,-2.5,-1.2,0.6,-2.2,-1.6
cardiac RTF act,1,-2,5,7,4,0,-4,2
OPRM1-OPRD1 inv,-20,9,-9,12,8,-4,11,9
LANA DNA inh,-0.4,-0.9,-1.8,0.7,0.1,0.9,0.6,-0.5
V-ATPase pHluor,0,-1,2,3,3,-4,3,1
Keap1-Nrf2 PPI,4,2,-7,-1,1,-4,2,5
CAL PDZ FP,-1,-3,-3,-4,/,-4,-3,5
HTR5A inv ag,4,1,21,-11,2,-22,8,-17
Cardiac RTF inh,-15,2,-2,-8,-4,-8,13,1

25	COc1ccc(NC(=O)N2CCCC2C(=O)NCc2ccccc2Cl)cc1 (configuration not stated)
26	CCN1CCN(Cc2c(O)ccc3c2O/C(=C\C=C\c2ccccc2)C3=O)CC1
27	O=C(CCC1CC(=O)Nc2ccccc21)NCc1ccc(F)cc1 (configuration not stated)
28	O=C(/C=C/c1ccc(S(=O)(=O)N2CCOCC2)cc1)N(CCO)Cc1ccccc1
29	CC1(C)CC(NC(=O)c2cc(S(=O)(=O)N3CCOCC3)c(Cl)cc2Cl)CC(C)(C)N1
30	CCn1cc(C(=O)NCC(OC)OC)c(=O)c2cc(S(=O)(=O)N3CCCC3)ccc21
31	Cc1cccc(C)c1OCC(=O)N1CCc2ccccc2C1
32	Cc1onc(-c2ccccc2)c1C(=O)OCC(=O)N(CC(C)C)c1c(N)n(Cc2ccccc2)c(=O)[nH]c1=O

assay / compound,25,26,27,28,29,30,31,32
HTR5A ag ctr,0,0,0,6,-2,1,0,-5
OPRM1-OPRD1 ag,0.3,-0.5,-0.5,-1.6,-1.7,-2.1,-0.2,-1.4
cardiac RTF act,2,140*,2,2,-4,3,-8,-9
OPRM1-OPRD1 inv,-2,3,2,8,9,12,1,9
LANA DNA inh,0.3,7.7,-0.5,-0.3,/,0.7,1.1,-0.6
V-ATPase pHluor,0,6,-1,1,7,4,0,4
Keap1-Nrf2 PPI,-3,-64,-4,-5,/,3,2,-1
CAL PDZ FP,/,-4,/,-2,-3,-1,-4,/
HTR5A inv ag,-45,-12,-8,-9,4,11,-1,13
Cardiac RTF inh,-3,-137,1,-1,4,-7,0,-10

33	CCOC(=O)c1c(-c2ccc(C)o2)csc1NC(=O)CN(C)CC(=O)Nc1ccc(C)cc1
34	CCOC(=O)N1CCC(N2C(=O)c3ccccc3C2Nc2ccc(S(=O)(=O)N(CC)CC)cc2)CC1 (configuration not stated)
35	Cc1nnc(NC(=O)CSc2nnc(CC(=O)Nc3ccccc3C)n2C)s1
36	CC(=O)Oc1ccc(C(=O)Nc2ccc3c(c2)C(=O)N(CCC(=O)O)C3=O)cc1
37	O=C(NCCCl)Nc1ccc(Cl)c([N+](=O)[O-])c1
38	COCc1nc(-c2ccc(-c3ccc(OC)cc3)nc2OC)no1
39	COc1ccc2ccccc2c1/C=N/NC(=O)c1cccc([N+](=O)[O-])c1
40	CCOc1ncccc1C(=O)Nc1ccc(OC)c(S(=O)(=O)N2CCOCC2)c1

assay / compound,33,34,35,36,37,38,39,40
HTR5A ag ctr,-1,-4,-1,5,2,11,-1,0
OPRM1-OPRD1 ag,-0.3,-0.7,-2.2,-1.2,-2.0,-1.0,-2.4,0.2
cardiac RTF act,0,4,-1,-2,-3,-2,-1,-1
OPRM1-OPRD1 inv,2,4,11,6,10,6,11,-1
LANA DNA inh,0.9,-1.9,-0.6,1.3,-0.1,-1.0,-1.5,0.9
V-ATPase pHluor,7,1,5,-6,1,0,-2,-3
Keap1-Nrf2 PPI,-9,2,-2,-1,-4,-6,-1,1
CAL PDZ FP,4,67*,0,/,-4,/,0,-1
HTR5A inv ag,21,12,-20,-15,2,-34,5,18
Cardiac RTF inh,-5,-6,-19,1,2,-4,-8,-16

41	COC(=O)C(C)Sc1nc2c([nH]c3ccccc32)c(=O)n1C (configuration not stated)
42	COc1ccc(-c2csc(N(Cc3ccco3)C(=O)c3cccs3)n2)cc1
43	CCOc1cc(C(N)=O)cc(Cl)c1OCC
44	CSC1=NCCN1C(=O)c1c(F)cccc1F
45	C=CCN1C(=O)/C(=C\c2cccc(OC(=O)c3ccco3)c2)SC1=S
46	Cc1ccc(OCCOc2ccc(Cl)cc2Cl)c([N+](=O)[O-])n1
47	COc1ccccc1N1CCN(C(=O)Cn2nnc(-c3cccs3)n2)CC1
48	CC(C)(C)OC(=O)N1CCC(C(=O)Nc2ccc(C(=O)NCCc3ccccc3)cc2)CC1
49	CCn1c(=O)n(C)c2c(=O)n(C)c(=O)n(C)c21
50	CCN(CC)S(=O)(=O)c1ccc2c(c1)N(CC(=O)NCc1ccco1)C(=O)CO2
51	Cc1cc(NC(=O)C2C3C(=O)N(c4cccnc4)C(C(=O)NC(C)(C)C)C34C=CC2(C)O4)no1 (configuration not stated)

assay / compound,41,42,43,44,45,46,47,48,49,50,51
HTR5A ag ctr,0,1,-1,5,5,-2,4,-1,3,7,4
OPRM1-OPRD1 ag,-1.2,0.0,-0.6,-0.4,0.0,1.3,1.7,-1.7,-2.2,-2.6,-2.0
cardiac RTF act,-5,4,-1,-6,-10,1,5,-11,-7,-5,-7
OPRM1-OPRD1 inv,7,0,3,2,0,-7,-10,8,11,13,10
LANA DNA inh,-0.2,0.6,-1.1,0.5,1.9,-2.1,2.0,-2.8,1.4,-0.7,-0.5
V-ATPase pHluor,-1,-2,9,1,3,1,-2,-3,-2,1,-2
Keap1-Nrf2 PPI,-2,-3,-2,3,-4,-7,-2,11,4,-5,-6
CAL PDZ FP,0,-3,23,-2,18,4,-1,5,/,-1,6
HTR5A inv ag,-16,19,2,27,-13,6,-9,5,-11,-20,-11
Cardiac RTF inh,8,-15,-4,-6,-12,-12,-71,-4,-10,-7,-7

# Screening results from PubChem.
